Screening results (PubChem BioAssay)
BRCA1 expr up – increases BRCA1 expression. MCF7-BRCA1-FFLuc reporter, luminescence, 48 h; response scale: scaled: vehicle 0%, 10 µM genistein 100%. Potency, µM (series often up to 46.1 µM), for inactives: at the highest dose activation, most hits filed as activators. 380,000 compounds, 1.1% hits. AID 624202; also: potency is read from the fitted curve at half-maximal effect; nearly all actives have a fitted effect of over 80% in size; some results filed as inactive show a strong effect at the top dose
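Using MCF7 cells harboring a BRCA1 firefly luciferase reporter, plated 2 h before compound pinning, the screen measured luminescence after 48 h incubation. Responses were normalized to DMSO and 10 microM genistein, then fitted for concentration-effect.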
p53 reactivation – mutant p53 re-activation in reporter cells; H1299 p53-A138V BP100-luciferase reporter, luminescence, 24 h; Potency, µM (top dose mostly 92.2 µM), for inactives: at the top dose activity change, positive = activation, usual class: activators; 320,000 compounds, 0.063% hits; also: potency is read from the fitted curve at half-maximal effect; % of control where 0% means no effect; nearly all actives have a fitted effect of over 45% in size
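p53-null H1299 cells stably carrying temperature-sensitive p53-A138V and a BP100-luciferase reporter were pinned with compounds (4-point, 1:5 series) and held 24 hrs at 37 deg C. Luminescence was read 10 min after detection reagent.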
Tb PFK block – T. brucei PFK enzyme inhibition; O15648; T. brucei PFK, ADP-Glo luminescence; Potency, µM (titrated, usually from 57.5 µM), for the others: at the highest dose activity, negative = inhibition, most hits filed as inhibitors; 330,000 compounds, 0.17% hits;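 also: potency is read from the fitted curve at half-maximal effect; 0% = uninhibited 1x PFK enzyme wells and -100% = no-enzyme wells; nearly all actives have a fitted effect of over 60% in size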
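Activity is normalized to no-enzyme wells (full inhibition) and 1.25 nM enzyme wells (no inhibition). Reaction: 0.5 mM F6P, 0.1 mM ATP, 45 min RT, ADP-Glo luminescence; concentration-response curves fitted and classed by quality.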
TRPV1 ag – agonists of human vanilloid receptor 1 (TRPV1). Q8NER1. AID 540275. TRPV1-expressing cells, Fluo-8 calcium influx, agonist mode. 320,000 compounds, 0.19% hits. activation, % at 8.33 µM; in the data active = activation above about 80%; inconclusive = between about 30% and that limit; also: 0% is about no effect
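Fluo-8 calcium influx in TRPV1-expressing cells, kinetic read (ex 480/em 520 nm). Compound added and read 3 min for agonist activity, followed by capsaicin at EC20 final and 2 min further read for enhancement.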
RORgamma inh – blocks mouse ROR gamma transcriptional activity | AID 2551 | Drosophila S2 Gal4-RORgamma UAS-luciferase reporter, 20 h | Potency, µM (titrated, usually from 53.6 µM), without a hit: top-dose activity change, negative = inhibition, hits mostly inhibitors | 310,000 compounds, 5.4% hits; also: potency is read from the fitted curve at half-maximal effect; % is scaled to controls: 0 for no effect and ±100 for the full control effect; nearly all actives have a fitted effect of over 60% in size
Target sequence (P51450 whole entry, looked up, the tested form may be a part): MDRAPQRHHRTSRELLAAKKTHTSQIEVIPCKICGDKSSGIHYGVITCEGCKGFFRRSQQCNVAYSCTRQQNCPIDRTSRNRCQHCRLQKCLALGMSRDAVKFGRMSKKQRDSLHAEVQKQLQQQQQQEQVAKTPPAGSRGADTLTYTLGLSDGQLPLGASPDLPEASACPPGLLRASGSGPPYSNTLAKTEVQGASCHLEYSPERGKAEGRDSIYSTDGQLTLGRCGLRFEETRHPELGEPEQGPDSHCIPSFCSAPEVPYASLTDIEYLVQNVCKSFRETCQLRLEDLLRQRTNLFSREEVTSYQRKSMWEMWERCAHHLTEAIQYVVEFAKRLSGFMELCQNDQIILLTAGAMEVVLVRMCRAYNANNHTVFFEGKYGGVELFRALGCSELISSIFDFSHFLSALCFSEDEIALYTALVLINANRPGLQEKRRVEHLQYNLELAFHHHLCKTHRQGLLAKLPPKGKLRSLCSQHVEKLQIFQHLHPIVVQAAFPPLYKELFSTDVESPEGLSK
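Using a luciferase readout, inhibitors were identified by reduced reporter activity in Drosophila cells coexpressing a copper-inducible Gal4–ROR gamma fusion and UAS-driven Photinus luciferase, incubated 20 hr after 700 uM copper sulfate.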
ELG1 repair inh – ELG1-dependent DNA repair inhibition; HEK293T ELG1-luciferase reporter, luminescence, 16 h; DNA damage induced by 5-fluorouridine; AID 504467; 330,000 compounds, 2.3% hits; Potency, µM (top dose mostly 46.1 µM), for the others: top-dose activity change, negative = inhibition, hits mostly inhibitors; also: potency is read from the fitted curve at half-maximal effect; % is scaled to controls: 0 for no effect and ±100 for the full control effect; nearly all actives have a fitted effect of over 55% in size
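In this reporter screen, reduction of luminescence relative to DMSO vehicle indicated activity. Compounds and 5-fluorouridine were added together to 2,000 cells per well, incubated for 16 hr at 37 °C, then developed with ONE-Glo.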
FLuc modulator – inhibits or activates purified firefly luciferase, miR-21 counter-screen. P08659. purified FLuc, Km substrates, luminescence inhibition. Potency, µM (highest dose often 57.5 µM), for inactives: top-dose activity change, negative = inhibition, hits mostly inhibitors. 360,000 compounds, 6.9% hits. AID 588342;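 also: potency is read from the fitted curve at half-maximal effect; plate controls were vehicle for no effect and reference inhibitor for full effect; nearly all actives have a fitted effect of over 55% in size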
Target sequence (P08659 whole entry, looked up): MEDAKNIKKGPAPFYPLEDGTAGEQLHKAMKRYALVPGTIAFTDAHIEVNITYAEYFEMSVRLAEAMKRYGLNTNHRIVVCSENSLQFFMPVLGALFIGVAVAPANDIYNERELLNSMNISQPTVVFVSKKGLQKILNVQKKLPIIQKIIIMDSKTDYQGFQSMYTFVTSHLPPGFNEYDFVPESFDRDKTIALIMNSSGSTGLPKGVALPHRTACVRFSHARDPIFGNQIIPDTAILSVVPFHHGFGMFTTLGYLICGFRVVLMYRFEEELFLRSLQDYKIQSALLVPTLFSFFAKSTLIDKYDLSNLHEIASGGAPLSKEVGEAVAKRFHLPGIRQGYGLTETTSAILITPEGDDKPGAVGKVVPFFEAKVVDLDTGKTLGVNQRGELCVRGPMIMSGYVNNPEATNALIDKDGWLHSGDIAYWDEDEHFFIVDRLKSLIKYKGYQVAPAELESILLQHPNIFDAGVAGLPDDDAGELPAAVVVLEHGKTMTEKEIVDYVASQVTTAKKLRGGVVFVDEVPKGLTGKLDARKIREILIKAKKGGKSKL
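Purified P. pyralis luciferase, 10 nM final, with Km-level 10 uM D-luciferin and 10 uM ATP in 50 mM Tris acetate pH 7.5, 10 mM Mg acetate, 0.01% Tween-20, 0.05% BSA; 6-point qHTS titration about 60 µM downward; luminescence read.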
ELG1 genotoxic – induces genotoxicity in HEK293T cells with luciferase-tagged ELG1; 330,000 compounds, 1.3% hits; Potency, µM (doses to about 46 µM), for inactives: top-dose activity change, positive = activation, usual class: activators; HEK293T ELG1-luciferase reporter, luminescence, 16 h; also: potency is read from the fitted curve at half-maximal effect; % of control where 0% means no effect; nearly all actives have a fitted effect of over 60% in size
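Quantitative HTS format in 1536-well plates. HEK293T ELG1-luciferase reporter cells receive test compound and are incubated 16 hr at 37 °C, 5% CO2; ONE-Glo added, 30 min room temperature, then luminescence read.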
Gal4-VP16 FLuc – inhibits Gal4-VP16 luciferase reporter, ROR gamma counter-screen; Drosophila S2 Gal4-VP16 UAS-luciferase, luminescence, 20 h; Potency, µM (series often up to 53.6 µM), inactives show at the top dose activity, negative = inhibition, hits mostly inhibitors; 310,000 compounds, 3.5% hits; AID 2546;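 also: Gal4-VP16 expression switched on by copper sulfate through the metallothionein promoter; potency is read from the fitted curve at half-maximal effect; % is scaled to controls: 0 for no effect and ±100 for the full control effect; nearly all actives have a fitted effect of over 50% in size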
NPC1 prom act – activators of NPC1 promoter; Huh7 NPC1 promoter luciferase reporter, 24 h; Potency, µM (top dose mostly 9.22 µM), without a hit: at the highest dose activation, usual class: activators; 320,000 compounds, 2.4% hits; AID 485313;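 also: potency is read from the fitted curve at half-maximal effect; % of control where 0% means no effect; nearly all actives have a fitted effect of over 60% in size; reporter is driven by a mutant NPC1 promoter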
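Stably transfected Huh7 (NPC1 promoter→luciferase), 1500 cells/well in Opti-MEM + 10% FBS, 2 h settle, then compound 24 h at 37 °C. Luminescence after 10 min with Amplite reagent.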
Rab9 prom act – Rab9 promoter activation. 320,000 compounds, 2.8% hits. Huh7 Rab9 promoter-luciferase reporter, luminescence, 24 h. Potency, µM (titrated, usually from 9.22 µM), without a hit: top-dose activation, negative = inhibition, usual class: activators. AID 485297; also: potency is read from the fitted curve at half-maximal effect; % of control where 0% means no effect; nearly all actives have a fitted effect of over 60% in size
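Promoter activation is measured as luciferase luminescence in Huh7 cells stably transfected with a Rab9 promoter–luciferase construct, following 24 h compound exposure at 37 °C and 10 min reagent incubation at ambient temperature.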
Numbers without * were called inactive; ? = inconclusive; . = no result given; [ ] = dose if it differs, or a comment. Unless noted, calls follow the shape of the dose curve; as a rule, active = well fitted curve in the direction sought with a large enough effect; inconclusive = small, poorly fitted or top-dose-only effect, or another doubt; inactive = no such curve, though single readings can be large; an effect the other way counts as inactive or inconclusive.

SMILES	BRCA1 expr up	p53 reactivation	Tb PFK block	TRPV1 ag	RORgamma inh	ELG1 repair inh	FLuc modulator	ELG1 genotoxic	Gal4-VP16 FLuc	NPC1 prom act	Rab9 prom act
CCC(=O)c1cn(CC(=O)Nc2c(C)cccc2C)c2ccccc12	0.0%	.	4.7%	-3.5	-3.3%[1.91 µM]	-21.3%	3.6%	-8.5%	3.5%	-3.1%	-3.2%
CN(C)/C=C\C(=C/C(=O)C(F)(F)F)Nc1ccccc1Oc1ccccc1	-19.9%	-2.2%	8.7%	29.0	-1.3%	?	4.6%	-9.1%	-6.0%	-1.7%	-1.3%
O=C(c1ccco1)N1CCN(S(=O)(=O)Cc2ccc(Cl)cc2)CC1	-7.8%	-9.8%	-10.1%	-2.9	39.5%	-6.9%	-8.8%[2.3 µM]	-0.3%	16.9%	0.4%	0.8%
COc1ccc(C2NCCc3c2[nH]c2ccccc32)cc1CSc1nc2ccccc2s1 (configuration not stated)	-97.9%[inhibitor]	-19.8%	3.4%	-15.4	?	?	-13.1%	-6.6%	?	4.6%	-0.6%
CCOc1c(Cl)cc(CNCc2ccccn2)cc1OC	0.0%	0.9%	-3.4%	19.5	-15.2%	0.0%	0.8%	1.0%	2.6%	-2.7%	-3.9%
COc1ccc2ccccc2c1C1NC(=O)NC(C)=C1[N+](=O)[O-] (configuration not stated)	-24.3%	3.9%	1.2%	1.6	-35.9%	-1.2%	-0.6%	1.9%	11.2µM*	-3.7%	-0.9%
CSCc1ccc(C(=O)NCc2ccc(C)cc2)cc1	50.4%	7.4%	-1.2%	?	32.3%	?	?	0.3%	14.2%	-2.4%	-1.8%
CCCC1CC(C)(c2csc(Nc3ccc(OCC)cc3)n2)OC1=O (configuration not stated)	-46.8%	?	1.8%	3.3	-26.4%	-7.4%	19µM*	7.8%	-10.2%	0.1%	-1.6%
COCc1cc(S(=O)c2ccc(Cl)cc2)nc(C)n1 (configuration not stated)	-66.3%	-9.5%	-6.0%	1.0	4.47µM*	-17.1%	-4.4%	-10.2%	?	-16.3%	1.9%[1.84 µM]
N#CC1=C(S)N(c2ccccc2)C(c2ccc(-c3ccccc3Cl)o2)NC1=O (configuration not stated)	3.3%	11.9%	3.7%	1.3	-101.6%	16.5%	-8.6%	0.1%	?	-3.5%	-4.6%
Cc1ccsc1C=Nc1ccc(O)cc1	-99.3%[inhibitor]	-28.8%	-6.7%	-1.3	10µM*	-0.1%	?	-2.5%	?	-0.2%	2.9%
CCN(CC(=O)Nc1ccc(NC(C)=O)cc1)C(=O)C1CCCC1	3.1%	4.6%	-0.1%	1.9	.	5.7%	3.5%	0.1%	.	-2.5%	-6.4%
CCOC(=O)CNC(=O)Cn1cnc2c(nnn2-c2ccc(OC)cc2)c1=O	6.2%	0.7%	1.5%	3.1	-6.5%	5.0%	4.2%	-0.4%	-3.5%	-5.1%	-1.2%
O=C1C(=O)N(CCCn2ccnc2)C(c2ccc([N+](=O)[O-])cc2)/C1=C(\O)c1ccc2c(c1)OCCO2 (configuration not stated)	-7.6%	4.4%	-21.5%	-2.6	.	17.1%	1.7%	1.9%	.	-1.0%	-3.0%
CCN(CC)S(=O)(=O)c1cccc(C(=O)N2CC(O)CC2C(=O)O)c1 (configuration not stated)	-7.8%	-2.8%	13.7%	0.3	24.5%	-0.1%	0.9%	-1.1%	-8.3%	-1.0%	0.1%
Cc1sc(NC(=O)C2CCCO2)c(C(N)=O)c1C (configuration not stated)	5.1%	-7.3%	-15.4%	5.3	?	?	-8.6%	3.8%	-1.0%	-0.5%	0.5%
O=C(N/N=C/c1ccc2c(c1)OCO2)C(=O)Nc1ccccc1	29.0%	5.4%	1.3%	2.4	-13.7%	?	0.4%	13.5%	-3.9%	?	?
O=C(CSc1nnc(C2CC2)n1C1CC1)c1ccc(F)cc1	69.3%	?	-7.5%	-1.7	.	?	?	2.3%	.	13.7%	20.9%
Cc1ccc(CCP(=O)(O)CN2CCOCC2)cn1	33.2%	0.9%	-4.5%	0.4	-25.1%[0.365 µM]	5.0%	4.8%	9.8%	.	-3.2%	1.5%
CC1Oc2ccccc2C=C1/C=N/Nc1ccc(C(=O)O)cc1 (configuration not stated)	5.3%	4.7%	1.6%	2.3	?	?	0.536µM*	1.16µM*	?	?	?
O=C(Cc1ccc(Cl)cc1)Nc1ccc(S(=O)(=O)Nc2cnc3ccccc3n2)cc1	-4.9%	-6.8%	?	1.7	25.3%	-5.2%	-12.8%	-6.3%	-3.1%[10 µM]	-2.6%	-2.9%
CCOC(=O)C1=NNC(C(=O)c2ccc(Cl)cc2)C1c1ccc(OC)cc1 (configuration not stated)	-39.3%	-5.8%	-0.1%	0.2	13.1%	-14.6%	0.9%	-3.7%	-12.8%	-3.7%	-4.0%
O=C(O)CSCC(=O)Nc1cc(C(F)(F)F)ccc1Cl	4.5%	0.0%	0.9%	1.1	-3.5%	10.8%	1.8%	-3.6%	3.3%	-0.5%	0.8%
CNC(=S)N(CCc1c(C)[nH]c2ccc(Cl)cc12)Cc1cccs1	.	-4.8%	-1.2%	3.4	?	?	-0.5%	-9.2%	-2.8%	-6.9%	-9.9%
CC1(C)CC2(CC(c3ccc(F)cc3)c3ccc(O)cc3O2)NC(=S)N1 (configuration not stated)	-2.1%	-6.1%	4.3%	1.3	?	-2.2%	1.5%	-9.5%	2.1%	-2.3%	-4.0%
CCC(=O)N1CCc2cc(S(=O)(=O)Nc3ccc4c(c3)OCCO4)ccc21	-17.1%	1.0%	0.3%	-1.2	?	?	2.3%	-0.2%	?	-0.5%	-12.2%
COc1ccc(C(=O)N/N=C(\C)CC(=O)N2CCN(C=O)CC2)cc1	4.5%	-4.2%	4.7%	12.0	?	?	0.0%	0.6%	0.4%	3.2%	-3.8%
Cc1cc(OCC(=O)Nc2ccc(S(=O)(=O)N3CCN(C)CC3)cc2)cc(C)c1Cl	3.4%	-8.8%	6.4%	-4.5	-2.5%	0.9%	3.9%	-1.2%	-7.3%	-4.7%	-3.0%[1.84 µM]
Cc1ccc(S(=O)(=O)NNC(=O)C(=O)NNc2ccccn2)cc1	-34.0%	24.9%	-0.1%	1.4	8.91µM*	0.3%	-1.0%	-6.8%	-7.0%	0.3%	11.1%
c1ccc(-n2cnc3cc(NCc4ccco4)ccc32)cc1	17.9%	1.0%	1.9%	16.3	-40.9%	?	9.53µM*	?	4.1%	?	?
Cn1c(SCC(=O)Nc2ccccc2F)nnc1-c1cccnc1	1.3%	4.3%	-4.7%	-5.5	-27.6%	18.9%	2.6%	14.0%	0.7%	-1.4%	-1.9%
CCOc1ccc(OCC)c(NC(=O)CN2CCN(c3cccc(C)c3C)CC2)c1	1.9%	4.3%	-6.1%	0.0	32.4%	?	8.5%	-2.4%	-6.9%	-1.2%	-6.8%
CC(=O)Nc1ccc(S(=O)(=O)N(Cc2ccccc2)C(C)C)cc1	-33.8%	-3.2%	4.0%	25.8	35.0%	-7.8%	0.4%	-0.6%	?	-5.3%	-1.7%
OC1CCCN(Cc2ccccc2)C1 (configuration not stated)	7.1%	-0.5%	-1.3%	11.6	15.2%	3.5%	-0.6%	1.1%	-8.3%	-1.1%	-3.4%
COc1cc(/C=N/NC(=O)C23CC4CC(CC(C4)C2)C3)cc(Br)c1O	-12.5%	-4.6%	6.5%	22.4	7.9%	0.9%	13.5µM*	1.7%	4.4%	-1.1%	3.0%
COc1cc(/C=N/NC(=O)C(=O)NCc2ccco2)cc(Cl)c1O	0.7%	-5.4%	-23.2%	-3.5	3.1%	?	5.0%	-0.6%	1.6%	-1.7%	3.1%
Cc1cccc2cc(CNC3CCCC3)c(Cl)nc12	3.9%	0.9%	-0.3%	5.5	-14.8%	14.8%	-1.6%	1.7%	4.8%	-3.5%	-1.8%
COc1ccc(CNC(=O)COC(=O)c2ccc(Br)o2)cc1	27.8%	2.9%	-1.4%	5.6	.	9.8%	0.6%	0.5%	.	0.3%	-7.9%

Sorted by value in RORgamma inh (high to low): 3 from the list above.
SMILES	RORgamma inh
Cc1cc(OCC(=O)Nc2ccc(S(=O)(=O)N3CCN(C)CC3)cc2)cc(C)c1Cl	-2.5%
Cc1cccc2cc(CNC3CCCC3)c(Cl)nc12	-14.8%
c1ccc(-n2cnc3cc(NCc4ccco4)ccc32)cc1	-40.9%
